High-throughput results as filed in PubChem.
miR-122 sensor = miR-122 Renilla sensor signal increase in Huh7, primary screen, miR-122 inhibitor project, cell-based, single point, plate reader; Huh7 miR-122 Renilla luciferase sensor, 48 h; neutral wells = 0, positive control = 100; activation (reporter increase), % at 12.5 µM; actives 0.3% (n = 340,000); AID 602342, 2012;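 active means mean replicate activation score at least 90 and every replicate individually at or above 90; inconclusive means only one of the two criteria met; inactive means neither criterion met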;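 further: higher luciferase means less miR-122 activity so hits act as miR-122 inhibitors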
ERp5 inh = inhibitors of ERp5-driven insulin aggregation, primary screen, biochemical, turbidity, absorbance 650 nm, single point; 90 min; inhibition, % at 9.99 µM; actives 0.05% (n = 350,000); AID 651711, 2012;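 active means mean replicate inhibition above about 25%, with every replicate also reaching it, limit read from the data, passing the limit was not always enough; inconclusive means only one of those two criteria met; inactive means neither criterion met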
Target sequence (Q15084 whole entry, looked up): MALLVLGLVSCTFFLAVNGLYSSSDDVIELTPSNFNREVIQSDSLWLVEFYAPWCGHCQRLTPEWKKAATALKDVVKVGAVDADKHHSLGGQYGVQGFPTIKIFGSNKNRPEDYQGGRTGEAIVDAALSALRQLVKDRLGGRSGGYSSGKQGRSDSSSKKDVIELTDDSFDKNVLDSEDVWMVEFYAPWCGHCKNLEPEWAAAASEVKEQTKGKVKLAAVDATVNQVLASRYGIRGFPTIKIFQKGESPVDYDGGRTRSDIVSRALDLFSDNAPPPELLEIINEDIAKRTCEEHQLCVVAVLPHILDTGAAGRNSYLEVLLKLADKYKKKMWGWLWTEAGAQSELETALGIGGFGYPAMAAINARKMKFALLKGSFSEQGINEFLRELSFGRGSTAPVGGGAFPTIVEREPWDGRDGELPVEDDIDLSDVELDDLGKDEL
F508del corr = F508del CFTR correction, initial screen, CFBE line, single point | CFBE cells, YFP halide quenching; stimulated with forskolin plus potentiator P3; % fluorescence drop versus neutral controls | activity (quench increase), % at 7.58 µM | actives 0.36% (n = 350,000) | AID 720511, 2013;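 active means mean added fluorescence quench of at least 8% versus neutral control, with both replicates also reaching 8%; inconclusive means only one of the mean or replicate conditions met; inactive means mean below 8% and not both replicates reaching 8%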;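 further: cells transiently co-express mutant CFTR-F508del with the halide-sensitive YFP; corrector assay measuring rescue of mutant channel to the surface after 24 h compound exposure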
ERAP1 inh = human ERAP1 aminopeptidase inhibitors, primary screen, biochemical, single point, plate reader. recombinant ERAP1, Leu-AMC fluorescence, 60 min. inhibition, % at 10.7 µM. actives 0.15% (n = 340,000). AID 652197, 2013;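 active means mean replicate inhibition of at least 30%, or all replicates individually reaching that 30% level; inactive means mean below 30% and not every replicate reaching it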;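 further: 0% = neutral control wells and 100% = L-leucinethiol positive control wells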
DENV2 CPE = inhibitors of DENV2 cytopathic effect, primary screen, cell-based, plate reader, single concentration; DENV2-infected cells, cytopathic effect rescue; CPE inhibition, % at 9.99 µM; actives 1.7% (n = 350,000); in the data active means CPE inhibition above about 20%, passing the limit was not always enough; inconclusive means no clear call, values can overlap the other calls; tested in BHK-21 cells;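 further: 0% = median of neutral control wells and 100% = median of positive control wells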
Casp6 inh = human caspase-6 inhibitors, primary screen, biochemical, VEID-R110 fluorescence, single point, set 2; inhibition, % at 12.5 µM; AID 686996, 2013; purified caspase-6, Z-VEID-R110 cleavage fluorescence; actives 0.53% (n = 350,000); P55212;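 active means mean inhibition across replicates at least about 35%, with every replicate also reaching that limit, limit read from the data; inconclusive means only one of the two criteria met; inactive means neither criterion met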;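 further: 0% = median of neutral control wells and 100% = no fluorescence left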
Target sequence (P55212 24-179 limits assumed): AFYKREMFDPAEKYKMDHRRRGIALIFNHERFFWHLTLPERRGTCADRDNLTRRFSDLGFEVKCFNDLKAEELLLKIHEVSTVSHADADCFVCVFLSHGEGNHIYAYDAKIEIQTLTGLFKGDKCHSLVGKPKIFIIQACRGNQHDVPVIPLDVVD
Target sequence (P55212 194-293 limits assumed): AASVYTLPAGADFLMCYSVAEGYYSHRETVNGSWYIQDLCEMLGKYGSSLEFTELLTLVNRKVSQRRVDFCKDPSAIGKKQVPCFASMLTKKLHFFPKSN
SIRT5 inh = SIRT5 desuccinylase inhibitors, primary screen, biochemical, fluorescence imaging, single point, set 5; NAD-dependent protein deacylase sirtuin-5, mitochondrial (Homo sapiens), Q9NXA8; Purified SirT5, succinyl-peptide AMC, trypsin-coupled fluorescence; inhibition, % at 15 µM; actives 1.1% (n = 330,000); AID 652115, 2013; in the data active means inhibition above about 15%; inconclusive means no clear call, values can overlap the other calls
Target sequence (Q9NXA8 whole entry, looked up): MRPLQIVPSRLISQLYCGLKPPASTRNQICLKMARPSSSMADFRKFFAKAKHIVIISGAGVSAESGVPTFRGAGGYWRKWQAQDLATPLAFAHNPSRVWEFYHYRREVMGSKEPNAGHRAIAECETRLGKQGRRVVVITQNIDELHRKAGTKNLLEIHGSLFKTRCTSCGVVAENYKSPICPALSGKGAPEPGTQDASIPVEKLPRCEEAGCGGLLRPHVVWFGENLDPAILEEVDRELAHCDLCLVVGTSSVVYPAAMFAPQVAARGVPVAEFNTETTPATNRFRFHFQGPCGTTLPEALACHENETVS
* hit, by the source's call; ? = inconclusive; . = not tested or not shown; [ ] = another dose, or the depositor's remark.

The first 11 compounds as a preview:
Molecule	F508del corr	SIRT5 inh	Casp6 inh	ERp5 inh	miR-122 sensor	ERAP1 inh	DENV2 CPE
COc1ccc(C(=O)C2CCCN(C(=O)/C=C/c3cnc[nH]3)C2)c(C)c1 (stereo not given)	0.9	-4	2	-14	3	-5	-3
O=C(Nc1ccc2c(c1)OCCO2)C(C1CC1)N1CCN(c2ccc(C(F)(F)F)cn2)CC1 (stereo not given)	-0.1	-1	1	-1	3	-1	-6
O=C(C[C@@H]1C[C@H]2c3cc(NS(=O)(=O)c4ccc(F)cc4)ccc3O[C@H]2[C@@H](CO)O1)NCc1ccc(Cl)cc1	2.8	3	-3	-2	-1[16.7 µM]	4	-8
COc1ccc(S(=O)(=O)N2CCC(C(=O)NCCC(=O)Nc3ccc(Cl)cc3)CC2)cc1	-5.0	-6	0	4	.	-1	?
CCC(C)NC(=O)c1c(N)n(/N=C/c2cccnc2)c2nc3ccccc3nc12 (stereo not given)	.	-5	-7	4	13	1	.
S=C(NCc1ccncc1)Nc1ccc(Cl)cc1	.	3	0	0	.	0	-3
COc1cc2[nH]c(=S)nc(NCCc3ccc(S(N)(=O)=O)cc3)c2cc1OC	0.1	1	1	-9	0	-2	-2
CN(CC(=O)Nc1ccccc1C(=O)NC1CC1)Cc1ccc(Cl)cc1	-1.2	-4	3	-1	5	-4	1
Cc1cc([N+](=O)[O-])nn1CCCC(=O)NCc1ccc(F)cc1	-1.4	-1	2	1	-3	.	17
COc1ccc(C(=O)Nc2cc(C)nn2-c2cccc(F)c2)cc1	0.4	-6	-1	-1	.	-3	-3
CCN(CC(=O)Nc1ccccc1OC)C(=O)CCOc1ccc(C(C)(C)C)cc1	-2.7	0	4	9	.	-4	-9

Results, from the start:
Molecule	F508del corr	SIRT5 inh	Casp6 inh	ERp5 inh	miR-122 sensor	ERAP1 inh	DENV2 CPE
COc1ccc(C(=O)C2CCCN(C(=O)/C=C/c3cnc[nH]3)C2)c(C)c1 (stereo not given)	0.9	-4	2	-14	3	-5	-3
O=C(Nc1ccc2c(c1)OCCO2)C(C1CC1)N1CCN(c2ccc(C(F)(F)F)cn2)CC1 (stereo not given)	-0.1	-1	1	-1	3	-1	-6
O=C(C[C@@H]1C[C@H]2c3cc(NS(=O)(=O)c4ccc(F)cc4)ccc3O[C@H]2[C@@H](CO)O1)NCc1ccc(Cl)cc1	2.8	3	-3	-2	-1[16.7 µM]	4	-8
COc1ccc(S(=O)(=O)N2CCC(C(=O)NCCC(=O)Nc3ccc(Cl)cc3)CC2)cc1	-5.0	-6	0	4	.	-1	?
CCC(C)NC(=O)c1c(N)n(/N=C/c2cccnc2)c2nc3ccccc3nc12 (stereo not given)	.	-5	-7	4	13	1	.
S=C(NCc1ccncc1)Nc1ccc(Cl)cc1	.	3	0	0	.	0	-3
COc1cc2[nH]c(=S)nc(NCCc3ccc(S(N)(=O)=O)cc3)c2cc1OC	0.1	1	1	-9	0	-2	-2
CN(CC(=O)Nc1ccccc1C(=O)NC1CC1)Cc1ccc(Cl)cc1	-1.2	-4	3	-1	5	-4	1
Cc1cc([N+](=O)[O-])nn1CCCC(=O)NCc1ccc(F)cc1	-1.4	-1	2	1	-3	.	17
COc1ccc(C(=O)Nc2cc(C)nn2-c2cccc(F)c2)cc1	0.4	-6	-1	-1	.	-3	-3
CCN(CC(=O)Nc1ccccc1OC)C(=O)CCOc1ccc(C(C)(C)C)cc1	-2.7	0	4	9	.	-4	-9
CCOC(=O)Cn1c(=O)oc2cc(S(=O)(=O)NCc3ccccn3)ccc21	6.5	-2	0	-4	-3	5	12
O=C(C[C@@H]1CC[C@@H]2[C@H](COC[C@H](O)CN2CC2CCCC2)O1)NCC1CC1	0.7	11	0	-3	.	1	4
CCCc1nc2c(C)cc(Br)cn2c1Cc1ccccc1C(F)(F)F	-1.0	-2	-3	0	1	-4	-1
O=C(NCC(c1cccs1)N1CCOCC1)c1ccc(Cl)nc1 (stereo not given)	0.8	-4	-2	0	2	1	-4
Cc1ccc(C(C)C)c(OCC(=O)N/N=C/c2ccc(S(=O)(=O)O)o2)c1	-1.5	-5	1	-1	.	5	-1
O=C1N/C(=C\c2ccc(O)cc2)C(=O)c2ccccc21	.	4	83*	-1	0	-8	.
COc1ccc(NC(=O)N(C)C[C@H]2Oc3ccc(NC(=O)CCCCCC(=O)Nc4ccccc4N)cc3C(=O)N([C@H](C)CO)C[C@@H]2C)cc1	0.1	5	-1	0	.	2	-9
COc1cc(NCc2ccccc2)c2ncn(C(C)C)c2c1	1.0	-1	1	-3	-2	10	.
COc1ccc2oc(C(=O)NCCc3ccccc3)c(C)c2c1	0.9	-3	1	-6	.	6	10
O=C1C(=O)N(Cc2ccccc2)C(=O)N1CCOc1ccccc1	-0.1	-5	4	-4	0	-6	-5
COc1ccc(NC(=O)c2nc(C)n(-c3ccc([N+](=O)[O-])cc3)n2)cc1	5.4	-4	0	5	-1	-3	-2
CC[C@]12C(=O)N(C)C[C@H]([C@@H]3C(=O)N(Cc4ccccc4)C(=O)[C@@H]31)N2C(=O)c1ccc(C(C)(C)C)cc1	1.2	-1	0	4	0	0	6
CCN(CC)S(=O)(=O)c1ccc(/C=C/C(=O)OCC#N)cc1	0.3	5	0	-1	0	10	3
COCCNC(=O)/C(C#N)=C/c1ccc(OCc2ccccc2)cc1	-2.4	-1	1	1	4	-5	-3
CC(Oc1cc(F)ccc1[N+](=O)[O-])C(=O)N(C)CC(=O)Nc1ccccc1C(F)(F)F (stereo not given)	2.9	-1	3	9	.	0	0
CCCCN1C2CCCC1CC(NC(=O)c1cccc(Cl)c1)C2 (stereo not given)	-3.5	-1	1	-2	.	-9	3
C[C@@H]1CN([C@H](C)CO)C(=O)Cc2cc(NC(=O)C3CCCCC3)ccc2O[C@@H]1CN(C)Cc1ccc(C(=O)Nc2ccccc2N)cc1	-3.6	.	1	-7	.	-1	19
Cc1cc(CN2CCCC(N3CCc4ccccc4C3)C2)cc(C)c1O (stereo not given)	-1.0	-2	-15	1	-1	1	5
Cc1cc(N=Cc2c(O)ccc3cc(Br)ccc23)no1	.	-1	1	-2	-2	-1	6
C[C@H](CO)N1C[C@H](C)[C@H](CN(C)S(=O)(=O)c2ccccc2)Oc2ccc(NC(=O)CCC(F)(F)F)cc2C1=O	-3.0	-6	2	-3	-3[16.7 µM]	0	16
COc1ccc(NC(=O)CN(C)C(=O)c2ccccc2OC)cc1	1.4	-6	1	-3	1	1	0
Cc1cc(=O)c2ccc(NC(=O)c3ccccc3)cc2[nH]1	4.9	3	-1	2	-8	-1	-2
Cc1ccccc1S(=O)(=O)N1CCCCN2[C@H](C1)[C@H](c1ccc(-c3ccccc3)cc1)[C@@H]2CO	-1.9	14	-2	-2	6[16.7 µM]	1	2
C[C@H]1CN([C@@H](C)CO)S(=O)(=O)c2ccc(C#CC3CCCC3)cc2O[C@H]1CN(C)C	-1.7	0	3	2	-28[16.7 µM]	-7	32*
Cc1ccoc1C(=O)N1CCCCC1C(=O)O (stereo not given)	0.5	0	-5	-7	.	0	8
C[C@H]1CN([C@@H](C)CO)C(=O)c2cc(NC(=O)Cn3cnnn3)ccc2O[C@H]1CN(C)Cc1ccncc1	1.3	-2	0	1	0[16.7 µM]	-3	?
CCOc1ccc(C(CC(=O)O)NC(=O)c2cccs2)cc1OC (stereo not given)	.	1	0	1	.	-4	-1
CCCN(C)C[C@H]1Oc2ncc(-c3ccccc3)cc2C(=O)N([C@@H](C)CO)C[C@@H]1C	-1.5	2	-3	-1	2[16.7 µM]	0	-8
CC(=O)c1c(C)n(-c2ccc(C)cc2)c2ccc(O)cc12	-3.7	-2	3	-1	-2	-2	-3
O=C(CCc1nnc(-c2ccccc2)o1)NCC1CCN(C2CCCC2)CC1	-2.7	-2	-24	-1	.	-2	9
O=S(=O)(c1ccccc1)N1CC[C@@H]2[C@@H](CO)Nc3ccc(-c4ccccc4F)cc3[C@@H]21	3.7	6	-1	-4	10[16.7 µM]	2	16
CCC(=O)N[C@@H]1C=C[C@H](CC(=O)NCc2ccccc2OC)O[C@@H]1CO	0.6	-1	-1	0	.	-2	-1
CN(C)CCCN(C(=O)c1ccc2c(c1)CCCC2)c1nc2ccc(Cl)cc2s1	.	.	2	4	.	1	5
CC1CN(C(=O)COC(=O)CSc2ccc([N+](=O)[O-])cc2)CC(C)O1 (stereo not given)	-3.0	2	-4	4	-5	2	-7
CCOCCc1nnc(NC(=O)c2cc(OC)c(OC)cc2[N+](=O)[O-])s1	-3.6	2	-1	-2	.	-1	.
Cn1c(SCC(=O)c2ccccc2)nnc1-c1cccs1	-1.0	11	0	8	-1	.	-4
CC1CCCCN1CCCNC(=O)c1nn(C)c2c1CS(=O)(=O)c1ccccc1-2 (stereo not given)	1.0	4	-4	.	9	1	2
COCOCCn1cc(CN2CCS(=O)(=O)N(Cc3ccc(-c4ccc(F)cc4)cc3)C(CC(C)C)C2=O)nn1 (stereo not given)	-1.2	-1	3	-4	-3	-5	5
CCCCN(CCCC)CCC(O)c1cc2c(Cl)cc(Cl)cc2c2cc(C(F)(F)F)ccc12 (stereo not given)	4.0	2	2	2	-2	0	-1
CCN(CC)S(=O)(=O)c1cccc(C(=O)c2c(C)cc3ccccn23)c1	1.9	-2	-1	-4	.	-5	7
O=S(=O)(c1ccc2c(c1)OCCO2)N1CCN(S(=O)(=O)c2c(F)cc(F)cc2F)CC1	-0.5	.	0	-1	0	.	-14
COC(=O)[C@@]1(C)[C@H]2C(=O)N(Cc3ccccc3)C(=O)[C@H]2[C@H]2CN=C(SCc3ccccc3)N21	1.3	-3	-2	8	-1	3	-12
COc1ccc(Cl)cc1NC(=O)C1(c2cccs2)CCOCC1	2.2	6	2	-6	.	-1	-2
COc1ccccc1-c1cn(CC[C@@H]2CC[C@H](NC(=O)NC(C)C)[C@@H](CO)O2)nn1	-1.6	-1	-2	3	.	4	-2
O=C(CSc1ccccc1F)NCC(c1ccco1)N1CCCCC1 (stereo not given)	0.3	.	0	2	.	1	?
Oc1c(C(Nc2ccccn2)c2cccnc2)cc(Cl)c2cccnc12 (stereo not given)	5.9	3	-2	3	.	-2	6
CCOC(=O)N1CCN(C(=O)CSc2nc3c([nH]c4ccccc43)c(=O)n2C)CC1	0.1	-1	2	1	6	-1	10
COc1ccc(S(=O)(=O)N(C)C[C@@H]2Oc3ccc(NC(=O)Nc4ccc(F)cc4)cc3C(=O)N([C@@H](C)CO)C[C@H]2C)cc1	-1.8	7	0	-5	2[16.7 µM]	3	14

3 of the entries above in order of the Casp6 inh value, falling:
Molecule	F508del corr	SIRT5 inh	Casp6 inh	ERp5 inh	miR-122 sensor	ERAP1 inh	DENV2 CPE
COc1ccc(Cl)cc1NC(=O)C1(c2cccs2)CCOCC1	2.2	6	2	-6	.	-1	-2
CCN(CC)S(=O)(=O)c1ccc(/C=C/C(=O)OCC#N)cc1	0.3	5	0	-1	0	10	3
CCOCCc1nnc(NC(=O)c2cc(OC)c(OC)cc2[N+](=O)[O-])s1	-3.6	2	-1	-2	.	-1	.
